# Bioassay records deposited in PubChem by several laboratories.
# C-LANA FP: KSHV C-LANA DNA binding inhibition | hit rate 0.078% among 340,000 | MBP-C-LANA/FAM-LBS DNA binding, fluorescence polarization | inhibition, % at 9 µM | AID 504423;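 active = highest replicate inhibition at or above 60% at 9 µM, even if other replicates fall short; inactive = all replicates below 60% inhibition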;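 also: 0% = neutral control wells and 100% = 4 µM acridine orange control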
# NSD2 HMT inh: NSD2 (human) methyltransferase inhibition. O96028. NSD2 peptide methylation, AlphaScreen, 120 min. inhibition, % at 12.5 µM. hit rate 0.54% among 310,000. AID 743445; in the data active = inhibition above about 50%
# V-ATPase pH: yeast V-ATPase proton transport regulation by pHLuorin; hit rate 0.37% among 350,000; response, % at 10 µM; AID 504577; S. cerevisiae, pHLuorin cytosolic pH fluorescence; in the data active = response mostly above about 7.3%, no sharp cut-off; inactive = mostly below about 5.4%; also: actives read high; inactives centre near 0; some compounds called inactive have numbers as strong as hits; reference of the scale not given here
# DAGLB inh: diacylglycerol lipase beta (human) inhibition | Q8NCG7 | HEK293T DAGLB membrane lysate, EnzChek fluorogenic substrate | inhibition, % at 5.17 µM | hit rate 0.059% among 340,000; in the data active = inhibition above about 34%;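 also: 0% = enzyme with vehicle and 100% = wells lacking enzyme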
# Target sequence (Q8NCG7 whole entry, looked up): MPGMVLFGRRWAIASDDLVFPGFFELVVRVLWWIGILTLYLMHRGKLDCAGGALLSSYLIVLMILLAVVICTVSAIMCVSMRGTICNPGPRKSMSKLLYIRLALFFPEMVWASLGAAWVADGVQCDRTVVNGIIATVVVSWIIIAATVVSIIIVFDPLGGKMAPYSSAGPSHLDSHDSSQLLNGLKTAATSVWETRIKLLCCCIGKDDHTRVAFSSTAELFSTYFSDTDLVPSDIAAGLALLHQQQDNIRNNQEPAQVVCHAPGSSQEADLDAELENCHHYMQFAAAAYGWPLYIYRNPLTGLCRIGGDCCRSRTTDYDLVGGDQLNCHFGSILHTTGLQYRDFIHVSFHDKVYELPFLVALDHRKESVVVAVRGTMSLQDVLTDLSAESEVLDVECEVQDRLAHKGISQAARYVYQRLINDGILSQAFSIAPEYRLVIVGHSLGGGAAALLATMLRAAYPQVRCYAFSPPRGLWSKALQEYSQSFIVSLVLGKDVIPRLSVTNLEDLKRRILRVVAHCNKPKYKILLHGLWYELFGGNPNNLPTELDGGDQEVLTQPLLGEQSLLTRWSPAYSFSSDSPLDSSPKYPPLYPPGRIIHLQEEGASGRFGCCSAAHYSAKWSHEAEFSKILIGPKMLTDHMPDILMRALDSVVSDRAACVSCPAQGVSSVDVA
# Arr AP2 block: inhibitors of human beta-arrestin and AP2 interaction. FITC-arrestin peptide / GST-AP2 beads, flow cytometry; AP2 beta2 appendage carries R879A mutation. inhibition, % at 10 µM. hit rate 0.31% among 340,000;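 active = inhibition above a set limit, near 3 SD of compounds lacking own fluorescence, cut at about 54% in these data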;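 also: plate controls were DMSO wells for no effect and 5 µM unlabelled arrestin peptide for full effect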
#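 test system = AP2 appendage R879A on GSH beads | buffer or medium = PBS plus Tween 20 (0.05%) and BSA (0.1%) | incubation = 12 min plus 1 h, RT | detection = bead flow cytometry, FITC channel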
# Keap1 Nrf2 FP: disrupts human Keap1 binding to Nrf2 peptide; Q14145; Keap1 Kelch-Nrf2 peptide fluorescence polarization, 1536-well; inhibition, % at 9.4 µM; hit rate 0.15% among 340,000; AID 504523; in the data active = inhibition above about 12%;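 also: human Keap1 Kelch domain with fluorescein labeled Nrf2 9mer peptide probe; 0% = neutral control wells and 100% = peptide positive control; higher means more block of Keap1 binding to Nrf2 peptide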
# Cardiac RTF inh: cardiac RTF calcium desensitization | inhibition, % at 7.15 µM | AID 493244 | P19429+P45379 | hit rate 0.12% among 340,000 | IANBD-labeled cardiac RTF, Ca2+ fluorescence;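 active = inhibition above the mean inhibition of all tested compounds plus 3 SD, cut at about 17% in these data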;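 also: assay run at fixed EC70 calcium of 1.6 mM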
# DSG3 Ab inh: inhibitors of pemphigus antibody binding to human desmoglein-3; DSG3-coupled beads, scFv-anti-DSG3-GFP binding, flow cytometry; stronger effect = lower value; binding (percent of control), % at 10 µM; hit rate 0.48% among 310,000; P32926;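 active = binding more than 3 SD below its plate's average and above zero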; also: some compounds called inactive have numbers as strong as hits
# CAL PDZ FP-1: inhibitors of human CAL PDZ peptide binding | purified CAL PDZ, TMR-peptide fluorescence polarization, 1 h | inhibition, % at 20 µM | hit rate 0.02% among 330,000 | AID 504414;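 active = highest replicate inhibition of at least 40%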;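 also: plate controls were DMSO neutral control wells for no effect and unlabeled competitor peptide control wells for full effect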
#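 Assay system – tagged CAL PDZ protein CerCALP, purified · Timing – 1 h at RT · Compound – single point, 20 µM · Measured by – fluorescence polarization from S- and P-plane intensities, G-factor corrected · Evaluation – inhibition from polarization loss · Probe or stimulus – TMR reporter peptide T*-PRC34 · Buffer or medium – pH 7.4 phosphate-saline buffer, reducing agent, detergent, IgG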
# CAL PDZ FP-2: inhibitors of human CAL PDZ peptide binding; hit rate 0.92% among 300,000; Q9HD26; inhibition, % at 24.9 µM; AID 602252; purified CAL PDZ, TMR-peptide fluorescence polarization, 1 h;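 active = mean inhibition of at least 30% with at least half of replicates also reaching 30%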;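 also: 0% = DMSO neutral control and 100% = excess unlabeled competitor peptide PRC23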
# An asterisk follows results filed as active; x = not tested or not shown. An excerpt, so the mix of outcomes need not match the whole.
SMILES,C-LANA FP,NSD2 HMT inh,V-ATPase pH,DAGLB inh,Arr AP2 block,Keap1 Nrf2 FP,Cardiac RTF inh,DSG3 Ab inh,CAL PDZ FP-1,CAL PDZ FP-2
Cc1nnc(-c2cnn(C)c2N)n1Cc1ccccc1,0.8,1,-2,-5,-7,-6,-14,100,-5.3,-5
Cc1cc(=O)oc2cc(Oc3ccc([N+](=O)[O-])cc3[N+](=O)[O-])ccc12,0.5,3,0,-23,-7,-1,8,85,-3.7,-2
CC1=NN(c2ccccc2)C(=O)C1N=Nc1ccccc1 (configuration not stated),-1.1,-3,3,2,4,2,3,98,-2.0,-1
Nc1nnc(CCCCc2cccs2)o1,2.4,-1,-4,3,-5,0,8,103,1.4,-3
CCC(NC(=O)c1cncc(Br)c1)c1ccccc1 (configuration not stated),-0.6,-1,-2,3,6,5,1,107,-1.4,x
COc1cccc(/C=N/n2c(SC)nnc2-c2ccccc2)c1OC,0.0,1,-8,-2,3,-2,-1,106,-2.9,-6
CCc1ccc(NC(=O)c2ccc(OC)c([N+](=O)[O-])c2)cc1,2.4,0,0,-4,-4,4,0,103,-1.7,-2
CCOC(=O)COc1ccc2c3c(c(=O)oc2c1C)CCC3,5.6,0,2,-5,-2,-2,5,93,0.0,-3
O=C(CCc1nnc(CCC2CCCCC2)o1)NCc1ccon1,0.3,-6,0,2,-9,-6,10,99,-1.1,-2
S=C(Nc1ccc(Br)cc1)N1CCn2cccc2C1c1cccnc1 (configuration not stated),0.2,-1,-3,1,0,-4,-6,111,-2.1,-3
O=C(Nc1ccccc1N1CCOCC1)c1cccc(F)c1,1.1,-2,-3,-2,-5,1,-4,97,-4.2,-2
COC(=O)c1ccc(OCCOc2ccc(C(=O)OC)cc2)cc1,-0.1,1,-4,0,27,3,-8,101,-0.1,3
CN(c1ccccc1)S(=O)(=O)c1ccc(Cl)c(C(=O)Nc2nc3ccccc3[nH]2)c1,-1.1,3,-1,3,-2,0,5,118,-3.5,1
NS(=O)(=O)c1ccc(CCNC(=O)CCC2COc3ccccc3O2)cc1 (configuration not stated),1.6,x,6,-1,8,-2,3,x,-0.3,1
O=C(N/N=C/c1ccccn1)c1ccc(Cl)cc1,-2.8,-2,1,3,-12,3,-5,107,-1.1,0
COC(=O)[C@H](Cc1c[nH]c2ccccc12)NC(=O)CCCc1c[nH]c2ccccc12,-2.9,13,-3,2,4,-3,-4,103,1.0,-6
CCCOC(=O)c1c(NC(=O)C2CCCO2)sc(C(=O)OC)c1C (configuration not stated),0.3,0,0,-12,28,-1,5,114,-1.3,-1
Cc1cc(=O)n2nc(N3CCC(C(=O)NCc4ccccc4)CC3)sc2n1,-0.5,22,-2,2,48,-1,-6,106,0.6,5
CCn1c(Cc2ccccc2)nnc1SCC(=O)Nc1ccc(OC)cc1,0.5,-2,-8,-2,5,-1,-4,102,x,0
Cc1ccc(NC(=S)NN(C)c2cc(C)nc(C)n2)cc1,-0.2,-1,-2,4,1,-4,-19,85,-3.0,3
CC1=C(C#N)C(Nc2ccc(C)cn2)(C(F)(F)F)C(=O)N1 (configuration not stated),0.6,2,0,1,-4,-2,-4,99,1.0,0
Cc1ccsc1C(=O)Nc1ccc(C(=O)O)cc1,2.7,16,1,0,27,-3,5,79,0.8,-1
Cc1ccc(S(=O)(=O)N(CC(=O)O)c2ccc(Cl)c(C(F)(F)F)c2)cc1,0.2,-1,1,20,-13,5,-3,101,-2.8,0
CCCCn1c(/C=N/Nc2nc3ccccc3[nH]2)nc2ccccc21,-1.1,13,-7,4,10,-5,6,x,-1.1,-2
O=C(CNC(=O)OCc1ccccc1)NC1CCCCCC1,0.5,-5,3,-2,2,-2,-3,100,0.9,2
Cc1ccnc(NC(=O)c2oc3ccccc3c2C)c1,-2.0,0,2,-3,6,2,-25,103,-3.3,-3
COC(=O)Cc1c(C)c2ccc(OC(=O)c3ccco3)cc2oc1=O,0.9,0,-1,6,2,-5,0,x,-1.2,-2
CC(C)CNC(=O)c1cccc(NC(=O)Cc2ccc(Cl)cc2)c1,1.9,1,-6,-4,8,-2,-8,97,-0.1,-1
COCCCNC(=O)c1ccccc1-c1cc(C)no1,16,-1,7,-1,4,-6,-9,108,-0.7,x
Cc1ccccc1N1CCN(C2CCCN(C(=O)c3ocnc3C)C2)CC1 (configuration not stated),0.6,-2,1,-2,0,6,-1,104,-1.7,-1
Cc1ccccc1-c1noc(-c2ccccc2C(=O)O)n1,-1.6,1,2,1,-3,-2,-6,106,-2.5,0
CC(C)Nc1ccc(C(CC(N)=O)NC(=O)Cc2ccc(Cl)cc2)cc1[N+](=O)[O-] (configuration not stated),0.8,x,3,10,-8,-3,-9,109,-0.1,1
CC(=O)Nc1cc2cc(NS(=O)(=O)c3ccc(Cl)cc3)ccc2oc1=O,-0.3,-1,x,x,3,5,x,94,-0.5,x
CSc1nc(N)nc(SCC(=O)OC(C)C)c1C#N,-1.0,-2,-7,-1,6,0,0,x,-2.4,11
O=C(c1ccc(Br)cc1)N(c1ccccn1)C1CCCCC1,0.4,1,0,-4,-2,3,3,92,-1.2,-3
CCC(CNc1cc(OC)cc2cccnc12)NC1CCCCC1 (configuration not stated),15,80*,-1,0,-6,17*,-16,98,1.3,2
O=S1(=O)Nc2c(ccc3cccnc23)-c2ccccc21,-1.3,x,5,6,-1,2,-7,122,-1.1,1
O=C(O)CCn1c(O)c(C=C2N=c3ccccc3=N2)sc1=S,0.2,8,0,1,-15,-1,-3,86,-1.4,0
N=c1sccn1CC(=O)Nc1cc(S(=O)(=O)N2CCCCC2)ccc1Cl,1.0,-1,2,3,10,2,-5,90,-1.8,-1
Cn1c(=O)[nH]c(=O)c2c1nc(N1CCCCCC1)n2CCSc1nc2ccccc2[nH]1,0.1,6,0,1,-2,-5,8,107,-0.5,-2
CC(C)C[C@H](NC(=O)c1nc[nH]c1C(=O)N1CCN(C(=O)OC(C)(C)C)CC1)C(=O)OCc1ccccc1,0.2,x,-1,0,9,-1,0,94,0.4,0
CC(=O)n1cc([C@H]2C=C(C(=O)N3CCOCC3)O[C@@H](OCCCCO)C2)c2ccccc21,-2.0,x,2,1,2,-5,-2,102,0.0,5
Cc1cc(C)c(NC(=O)CCCCCNC2CCCCC2)c(C)c1,2.5,0,-2,-1,-1,-2,-12,107,-0.2,-1
CCOC(=O)c1sc(N(Cc2ccccc2)C(=O)COC(=O)c2ccccc2O)nc1C,1.4,14,3,-5,0,-5,-4,98,-1.0,-2
COc1cccc(CN2CCC(Oc3ccc(C(=O)NCc4ccccn4)cc3)CC2)c1O,-0.7,5,-4,0,-9,1,0,100,-2.0,-3
Cc1cc2c(cc1S(=O)(=O)N1CC(C)CC(C)C1)OCC(=O)N2 (configuration not stated),-2.1,x,-1,-1,3,0,-8,118,-0.9,x
CC(=O)c1cc(-c2ccc(F)cc2)n(CCC(=O)Nc2cccnc2)c1C,-0.2,-2,2,1,-1,0,-8,97,-2.4,-5
Cc1cc(NC(=O)c2c(F)c(F)c(F)c(F)c2F)no1,0.7,-1,-1,-3,-4,2,2,103,x,-1
CCOc1cc(/C=C2\NC(=O)NC2=O)cc([N+](=O)[O-])c1O,0.6,4,6,4,16,-2,-2,99,-0.7,-2
CCN1CCCC1CNCC(O)COc1ccc(C(C)(C)C)cc1C (configuration not stated),0.2,9,-1,-2,-10,-3,3,108,-1.9,-4
# Additional compounds
SMILES,C-LANA FP,NSD2 HMT inh,V-ATPase pH,DAGLB inh,Arr AP2 block,Keap1 Nrf2 FP,Cardiac RTF inh,DSG3 Ab inh,CAL PDZ FP-1,CAL PDZ FP-2
COC(=O)CCCNC(=O)c1ccc(OC2CCN(CCc3ccccc3)CC2)cc1,0.7,0,1,2,1,2,-4,101,-2.0,-3
CCCCN1C(N)=NC[C@@H]1c1ccccc1,1.7,x,2,1,5,-4,-8,104,-0.2,-3
O=C(NCc1nc2ccccc2[nH]1)C1=C[C@@H](c2ccc(Br)cc2)C[C@@H](OCc2ccc(CO)cc2)O1,0.3,x,1,-1,5,-7,-7,99,0.4,-1
COc1ccc(S(=O)(=O)Nc2ccc(NC(C)=O)cc2)cc1[N+](=O)[O-],-0.5,-2,0,1,1,4,-8,102,-2.1,-1
Cn1cnc(S(=O)(=O)Nc2ccc(Cl)c(C(F)(F)F)c2)c1,0.2,6,-1,-1,2,-2,-6,95,-0.4,x
CCOC(=O)c1cc2sc(C)cc2n1CC(=O)NCc1ccc(F)cc1,0.8,x,-3,-8,-3,-6,10,105,-0.5,-4
O=C(O)C1(P(=O)(c2ccc(Cl)cc2)c2ccc(Cl)cc2)CCCC1,0.5,-2,2,1,-9,3,-8,85,-2.4,-2
COc1ccc(S(=O)(=O)NCc2cccnc2)cc1C(=O)NC1CCCCC1,0.4,10,0,2,0,2,-2,112,0.4,4
O=c1c2cc(N3CCOCC3)ccc2[nH]c(=S)n1CCN1CCCC1,0.6,6,-2,3,4,-1,-7,103,-2.3,1
CCOc1ccccc1NC(=O)C1C2CCC(O2)C1C(=O)O (configuration not stated),-0.3,7,-5,0,-25,0,-6,99,0.7,x
CCN(CC(=O)Nc1c(F)cccc1F)C(=O)c1ccc(Cl)c(S(=O)(=O)N2CCCC2)c1,-1.6,1,-2,1,8,-2,3,97,-0.5,x
O=C(Nc1cccc(-c2cc3ccccc3oc2=O)c1)c1ccc(Br)o1,-0.6,-4,1,-5,35,3,2,96,-1.8,-4
O=C(CN(C(=O)Cn1nnc(-c2ccc(F)cc2)n1)c1cnc2ccccc2c1)NCC1CCCO1 (configuration not stated),0.5,1,-2,1,7,-3,-6,103,0.1,x
CCn1c(SCC(=O)NC(=O)c2ccccc2OC)nc2ccccc21,-0.2,-1,1,2,11,2,-2,112,-2.8,-1
Cc1cc(/C=N/n2cnnc2)c(C)n1-c1ccc(OCc2ccc(F)cc2)cc1,-0.7,x,0,2,8,1,4,87,-4.5,-2

# By substructure: the compounds so far containing a nitro group on carbon (five)
SMILES,C-LANA FP,NSD2 HMT inh,V-ATPase pH,DAGLB inh,Arr AP2 block,Keap1 Nrf2 FP,Cardiac RTF inh,DSG3 Ab inh,CAL PDZ FP-1,CAL PDZ FP-2
Cc1cc(=O)oc2cc(Oc3ccc([N+](=O)[O-])cc3[N+](=O)[O-])ccc12,0.5,3,0,-23,-7,-1,8,85,-3.7,-2
CCc1ccc(NC(=O)c2ccc(OC)c([N+](=O)[O-])c2)cc1,2.4,0,0,-4,-4,4,0,103,-1.7,-2
CC(C)Nc1ccc(C(CC(N)=O)NC(=O)Cc2ccc(Cl)cc2)cc1[N+](=O)[O-] (configuration not stated),0.8,x,3,10,-8,-3,-9,109,-0.1,1
CCOc1cc(/C=C2\NC(=O)NC2=O)cc([N+](=O)[O-])c1O,0.6,4,6,4,16,-2,-2,99,-0.7,-2
COc1ccc(S(=O)(=O)Nc2ccc(NC(C)=O)cc2)cc1[N+](=O)[O-],-0.5,-2,0,1,1,4,-8,102,-2.1,-1
